Assay outcomes: PubChem, several laboratories
RSV CPE inhibition = inhibition of RSV-induced cytopathic effect – HEp-2 cells, primary 10 µM value included (AID 2391) | HEp-2 cells, RSV-induced CPE inhibition; higher % means a stronger effect | CPE inhibition, % at 10 µM, or IC50 in µM where a hit was titrated | 310,000 compounds, 0.13% hits; in the data active = a potency from the dose series; inconclusive = CPE inhibition mostly from about 23% at the one dose, without a potency; inactive = the rest, 99 in 100 with CPE inhibition below about 21%; also: strong numbers were not always called active
West Nile antiviral = West Nile virus antiviral activity, cell-based, CPE readout (AID 1621); West Nile virus-infected cells, CPE inhibition; higher % means a stronger effect; one-dose CPE inhibition, % at 10 µM; IC50 in µM for titrated hits; 290,000 compounds, 0.02% hits; in the data active = a potency from the dose series; inconclusive = CPE inhibition mostly from about 3.7% at the one dose, without a potency; inactive = the rest, 99 in 100 with CPE inhibition below about 2.2%; also: strong numbers were not always called active
M17LAP inhibition = P. falciparum M17LAP inhibitors, primary screen, biochemical, fluorogenic H-Leu-NHMec substrate, 1536-well (AID 1619); recombinant M17LAP, H-Leu-NHMec fluorogenic kinetic assay; higher % means a stronger effect; one-dose inhibition, % at 30 µM; IC50 in µM for titrated hits; 220,000 compounds, 0.38% hits;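 active = compound inhibiting the enzyme by more than half at any dose during confirmatory dose-response retesting; inconclusive = strong single-dose inhibitors picked by rank but not retested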;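 also: plate controls were full reaction with DMSO carrier for no effect and no enzyme background for full effect; strong numbers were not always called active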
human PMI inhibition = inhibitors of human PMI, primary screen, biochemical, fluorescence intensity, coupled assay (AID 1209) | 190,000 compounds, 0.42% hits | one-dose inhibition, % at 20 µM; IC50 in µM for titrated hits | purified PMI enzyme, coupled fluorescence intensity; higher % means a stronger effect;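 also: plate controls were DMSO vehicle for no effect and wells lacking substrate for full effect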
UTI89 phage lysis = inhibition of K1F phage lysis, E. coli UTI89, bacterial capsule biogenesis inhibitors, alamar blue (AID 488966); 340,000 compounds, 0.02% hits; E. coli UTI89 K1F phage lysis, alamar blue, 2 h; higher % means a stronger effect; one-dose inhibition, % at 100 µM; IC50 in µM for titrated hits;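 active = phage lysis inhibition, versus mean bacterial control, above a set limit; inconclusive = no clear call, values can overlap the other calls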;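 also: capsule biogenesis inhibitors block K1F phage lysis so surviving cells raise fluorescence; higher fluorescence means more inhibition of phage lysis; actives were called in the ten point dose series up to 300 µM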
T cell HTS = T cell immune modulation candidate; AID 2052; 2C CD8+ T cell-vesicle binding, flow cytometry; active compounds read low; 330,000 compounds, 0.068% hits; calls only at 7 µM;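 active = response, share of CD8 T cells binding vesicles, and their 90th percentile fluorescence all below set limits, cut at about 80% in these data, passing the limit was not always enough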
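Test system: purified 2C TCR transgenic mouse naive CD8+ T cells. Probe or stimulus: QL9-peptide-loaded Drosophila micro-vesicles bearing Ld, ICAM-1 and B7-1. Incubation: binding step 1.5 h, 37 °C, antibody labelling 20 min, ice. Measured by: flow cytometry of vesicle-bound cells.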
TNAP activators = human TNAP enzyme activators, primary screen, biochemical, luminescent, no phosphate acceptor, uHTS (AID 1001); purified TNAP, luminescent activation assay, no phosphate acceptor; higher activation fold means a stronger effect; 200,000 compounds, 0.03% hits; activation fold at 20 µM, or EC50 in µM where a hit was titrated; in the data active = activation fold from about 3, or a potency from the dose series; inactive = the rest, 99 in 100 with activation fold below about 1.6; also: many of its hits are not listed in these tables
human PMI inhibitors = human PMI inhibitors, high substrate, primary screen, biochemical, fluorescence intensity, high mannose 6-phosphate (AID 1220); 190,000 compounds, 0.66% hits; inhibition, % at 20 µM; hits with a dose series show IC50 in µM; recombinant PMI enzyme, coupled fluorescence intensity; higher % means a stronger effect
P. falciparum M1AAP = P. falciparum M1AAP inhibitors, biochemical, fluorogenic H-Leu-NHMec substrate, 1536-well (AID 1445); inhibition, % at 30 µM, or IC50 in µM where a hit was titrated; 220,000 compounds, 0.42% hits; recombinant M1AAP, H-Leu-NHMec fluorogenic kinetic assay; higher % means a stronger effect;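 active = primary inhibition above the hit cutoff, then over 50% inhibition at one or more dose response concentrations, cut at about 23% in these data, passing the limit was not always enough; inconclusive = conflicting primary data, or primary hits not chosen for dose response; inactive = low primary inhibition, or under 50% at every dose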;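 also: plate controls were DMSO full reaction for no effect and no enzyme background for full effect; strong numbers were not always called active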
T cell HTS vesicle-bound % = second read-out of T cell HTS, no call of its own (marks repeat the call); double positive events, %; measured here: CD8+ vesicle-bound cell fraction;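 binding gate set so that unloaded-vesicle control wells show 10% double positive cells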
Active calls of the source: *; i = inactive; u = inconclusive; x = not tested or not shown; [ ] = another dose, or the depositor's remark. Rule as the data show it, unless noted: active = inhibition above about 50%; inactive = the rest.

SMILES | RSV CPE inhibition | West Nile antiviral | M17LAP inhibition | human PMI inhibition | UTI89 phage lysis | T cell HTS | T cell HTS vesicle-bound % | TNAP activators | human PMI inhibitors | P. falciparum M1AAP
COn1cnnc1-c1ccccc1 | 3.9% | 0.1% | -14.3% | -13.7% | 0.7% | i | 53.3 | 1 | -42.5% | u
CSCC(=O)N1CCC(CCC(=O)NC2CC2)CC1 | 4.0% | 0.0% | x | x | -0.1% | i | 18.8 | x | x | x
CCN(CC)C(=O)c1sc(NC(=O)c2cccc([N+](=O)[O-])c2)c(C#N)c1C | 4.7% | -1.5% | -10.3% | 5.4% | 3.0% | i | 42.2 | 1 | 3.5% | 2.0%
CC(C)c1nnc(NC(=O)CSc2nc3ccccc3s2)s1 | 1.6% | 0.4% | -2.5% | 1.2% | 0.8% | i | 56.7 | 1.1 | 5.5% | 1.9%
COc1ccc(-n2cnc3scc(-c4ccccc4)c3c2=O)cc1 | 1.5% | -0.7% | -7.3% | 7.5% | 0.1% | i | 45.8 | 1.1 | 2.8% | 4.4%
Cc1ccc(C(=O)N2CCCC2)cc1S(=O)(=O)Nc1ccccc1 | 1.0% | 0.4% | 9.0% | 7.6% | -1.5%[50 µM] | i | 52.2 | 1.1 | 13.1% | 4.9%
COC(=O)c1ccc(C(=O)OC)c(NC(=O)/C=C/C(=O)O)c1 | -0.9% | 0.3% | -26.4% | x | 0.2% | i | 36.8 | x | x | -0.6%
CCCc1cc(=O)[nH]c(SCC(=O)c2cc(C)n(C(C)COC)c2C)n1 (stereo not drawn) | 4.0% | 0.5% | 15.5% | x | -0.2% | i | 35.1 | x | x | 4.6%
COc1cccc(OCc2nc3ccccc3[nH]2)c1 | 0.6% | -0.2% | -4.5% | 9.5% | -0.2% | i | 34.6 | 1.3 | 11.5% | -4.7%
O=C(Nc1ccc(-c2cn3ccsc3n2)cc1)C1COc2ccccc2O1 (stereo not drawn) | 22.3% | -0.1% | 3.2% | 8.3% | 0.0% | i | 56.7 | 1.3 | 6.4% | 12.5%
Cc1cc(C)n(C(=O)CNC(=O)c2ccc3c(c2)OCCO3)n1 | 0.7% | 0.1% | -4.4% | -0.8% | -0.1% | i | 30.9 | 1.1 | 2.8% | 3.8%
COc1ccccc1OCC(=O)N(Cc1nc(-c2ccccc2)no1)C1CCCCC1 | 1.9% | 0.5% | 10.0% | 23.6% | 0.3% | i | 11.1 | 1.1 | 17.0% | 2.4%
COC(=O)CCCC1=CC2=CC(=O)C(C)(OC(=O)c3cccs3)C(=O)C2=CN1Cc1ccc2c(c1)OCO2 (stereo not drawn) | 0.9% | -0.5% | -0.6% | x | 0.4% | i | 37.1 | x | x | 5.3%
CC(C)N(C)C1CCN(C(=O)Nc2ccc(Cl)cc2)CC1 | -1.9% | -0.3% | -6.7% | 9.2% | i | i | 12.0 | 1.1 | 0.0% | 3.0%
CC1=C(C(=O)Nc2ccccc2C)C2(CCCC2)C(C(N)=O)C(=O)N1 (stereo not drawn) | -0.5% | -0.4% | -6.4% | 7.8% | 3.2% | i | 13.9 | 1.1 | 5.9% | -4.8%
Cc1ccc(OCC(=O)N2CC(C)OC(C)C2)c([N+](=O)[O-])n1 (stereo not drawn) | 1.1% | 0.3% | 12.6% | -6.0% | 0.0% | i | 51.7 | 1.1 | -5.1% | 8.1%
Fc1ccc(OCCCn2ccnc2)cc1 | -0.1% | 0.3% | x | x | -1.2% | i | 56.0 | x | x | x
O=C(NCCCN1CCc2ccccc2C1)C1CCN(S(=O)(=O)N2CCC3(CC2)OCCO3)CC1 | 1.8% | x | 2.1% | -9.0% | -1.1% | i | 19.7 | 1.2 | -2.4% | -2.9%
COc1ccc(C(=O)N2CCNC(=O)C2CC(=O)Nc2ccc(C)c(C)c2)cc1 (stereo not drawn) | 1.0% | -0.3% | x | x | 0.2% | i | 63.5 | x | x | x
NNC(=O)c1cccc(S(=O)(=O)Nc2cccc(C(F)(F)F)c2)c1 | -1.9% | 0.2% | -5.0% | x | 0.3%[50 µM] | i | 28.5 | x | x | 3.6%
O=C(CNc1ccccc1)N/N=C/c1ccc2c(c1)OCO2 | 0.3% | 0.0% | 0.2% | 9.9% | 0.1% | i | 26.6 | 1.2 | -3.1% | 7.3%
N/C(=N\OC(=O)COc1ccc(Cl)cc1)c1ccc(Cl)cc1 | 1.8% | 0.3% | -3.1% | 1.0% | 0.4% | i | 60.0 | 1.1 | 1.4% | -7.8%
CC(C)(C)OC(=O)[C@H](Cc1ccccc1)NC(=O)c1nc[nH]c1C(=O)N1CCN(c2ccccc2)CC1 | -1.7% | -0.6% | x | x | -0.9% | i | 38.8 | x | x | x
C=CCn1c(=O)[nH]c2cc(C(=O)N3CCN(c4cc(C)ccc4C)CC3)ccc2c1=O | 1.9% | x | 10.0% | -2.4% | 0.7% | i | 27.1 | 1.1 | -0.9% | 4.4%
Brc1c(-c2ccc3c(c2)OCO3)nc2ncccn12 | -2.6% | -0.2% | -0.3% | -3.4% | 0.6% | i | 58.3 | 1.1 | -6.5% | 5.3%
CCOC(=O)N1CCC(c2[nH][nH]c(=O)c2C)CC1 | 0.2% | 0.1% | 5.5% | -24.7% | 0.1% | i | 49.3 | 1.1 | -38.4% | 9.4%
Cc1occc1C(=O)N1CCN(c2ccc(Cl)c(Cl)c2)CC1 | 2.8% | u | -5.6% | -30.6% | 3.8% | i | 40.4 | 0.9 | -49.2% | 11.0%
O=C(CSc1nnc(-c2ccccc2Cl)n1Cc1ccco1)Nc1ccc2c(c1)OCCO2 | 1.9% | -0.2% | 18.3% | 13.9% | -0.1% | i | 1.0 | 1.1 | 9.7% | -1.2%
O=C(CSc1nc2ccccc2c(=O)n1-c1ccc(F)cc1)Nc1ccc(C(=O)O)cc1 | 2.1% | 0.0% | x | x | 0.1% | i | 22.9 | x | x | x
CC(C)Cc1cc(C(=O)N2CCC(N3CCC(C(=O)N4CCCC4)CC3)CC2)n[nH]1 | -0.2% | 1.1% | 3.4% | 3.7% | 0.4% | i | 35.0 | 0.1 | 1.2% | 2.0%
Cc1cc[n+](CC(=O)Nc2nc3ccccc3s2)cc1 | -1.3% | 0.9% | 4.5% | -3.6% | -0.3% | i | 62.4 | 1.1 | -0.7% | -1.1%
CC(C(=O)O)n1c(-c2ccn[nH]2)n[nH]c1=S (stereo not drawn) | -0.8% | 0.3% | 5.3% | x | 0.2% | i | 8.9 | x | x | -0.1%
Cc1ccnc(NC(=O)c2c(-c3ccccc3Cl)noc2C)c1 | 0.7% | -0.5% | 5.8% | 4.4% | 0.2% | i | 24.1 | 1 | 8.2% | 1.9%
O=C(Cn1c(=O)oc2ccccc21)Nc1ccc(S(=O)(=O)N2CCCCC2)cc1 | 3.5% | 0.1% | 14.2% | 8.7% | 3.9% | x | x | 1.1 | 11.2% | -0.6%
CC1CCc2cc(F)ccc2N1C(=O)c1cccnc1 (stereo not drawn) | -0.1% | -0.9% | x | x | 0.1% | i | 22.9 | x | x | x
O=C(c1cccc(C(F)(F)F)c1)N1CCC(O)(CS(=O)(=O)Cc2ccccc2Cl)CC1 | 1.6% | -1.2% | -0.2% | 1.3% | 0.4% | i | 42.3 | 1.1 | -6.0% | -4.7%

Whole records, quoted from the list. Order of values: RSV CPE inhibition	West Nile antiviral	M17LAP inhibition	human PMI inhibition	UTI89 phage lysis	T cell HTS	T cell HTS vesicle-bound %	TNAP activators	human PMI inhibitors	P. falciparum M1AAP
Brc1c(-c2ccc3c(c2)OCO3)nc2ncccn12 reads -2.6%	-0.2%	-0.3%	-3.4%	0.6%	i	58.3	1.1	-6.5%	5.3%
CC(C)(C)OC(=O)[C@H](Cc1ccccc1)NC(=O)c1nc[nH]c1C(=O)N1CCN(c2ccccc2)CC1 reads -1.7%	-0.6%	x	x	-0.9%	i	38.8	x	x	x

Later entries
SMILES | RSV CPE inhibition | West Nile antiviral | M17LAP inhibition | human PMI inhibition | UTI89 phage lysis | T cell HTS | T cell HTS vesicle-bound % | TNAP activators | human PMI inhibitors | P. falciparum M1AAP
COc1cc(C(NC=O)C(=O)Nc2c(C)cccc2C)ccc1O (stereo not drawn) | -0.6% | 0.9% | -0.9% | x | -0.1% | i | 29.7 | x | x | 4.7%
O=C(COc1ccc(-n2cnnn2)cc1)NC1CCCCC1 | -0.4% | -0.2% | -7.7% | -4.3% | -0.1% | i | 39.6 | 1.1 | -4.8% | -1.2%
CCOc1cc(/C=C2\SC(=NC)N(C)C2=O)cc(Cl)c1OC(C)=O | 0.3% | 0.0% | x | x | -1.4%[50 µM] | i | 29.0 | x | x | x
CC1(C)Oc2ccc3ccc(=O)oc3c2/C(=C/NNC(N)=S)C1=O | 3.7% | -0.1% | x | x | 3.0% | i | 32.3 | x | x | x
CC(=O)Nc1ccc(NC(=O)C2CC(=O)Nc3nc4ccccc4n32)cc1 (stereo not drawn) | 2.5% | 1.2% | 9.2% | x | 0.3% | i | 39.7 | x | x | -2.4%
Cc1sccc1/C=N/NC(=O)c1ccco1 | 1.3% | -0.1% | x | x | 1.1%[50 µM] | i | 21.8 | x | x | x
O=S(=O)(c1cccc2nsnc12)N1CCN(c2ccccc2F)CC1 | 1.2% | -2.0% | 17.8% | 9.4% | -0.1% | i | 46.1 | 1.1 | 6.1% | 3.9%
Cc1cc(C)c(S(=O)(=O)NC2CCN(Cc3ccccc3)CC2)c(C)c1 | -1.5% | -0.4% | x | x | 0.5% | i | 56.5 | x | x | x
[O-]/[N+](=C\c1ccccc1)[C@@H]1CCCC[C@@H]1/[N+]([O-])=C/c1ccccc1 | 1.8% | 0.0% | -8.8% | 5.1% | 0.2% | i | 39.5 | 1.1 | 9.4% | 9.1%
CCOCC(=O)NCc1ccc2c(c1)OCO2 | 1.6% | 0.3% | 6.0% | 20.7% | -0.1% | i | 34.8 | 1 | 20.4% | 6.3%
O=C(NC(Cc1c[nH]c2ccccc12)C(=O)O)/C(=C\c1ccc2c(c1)OCO2)NC(=O)c1ccccc1 (stereo not drawn) | 1.0% | 0.2% | 12.0% | x | 0.3% | i | 22.7 | x | x | 0.5%
CCc1sc(C(=O)Nc2cc(Cl)ccc2N2CCCCC2)cc1C | 12.1% | -0.8% | -2.2% | 6.7% | 1.4% | i | 64.3 | 1.1 | 2.4% | 5.6%
Cn1c(CCN2CCOCC2)nc2cc(NS(=O)(=O)c3ccccc3)ccc21 | -0.3% | 0.2% | -1.2% | x | -0.9%[50 µM] | i | 46.9 | x | x | 0.4%
O=C(CN1CCN(S(=O)(=O)c2ccc(F)cc2)CC1)Nc1cccc(C(F)(F)F)c1 | u | x | 43.0% | 8.3% | -0.5% | i | 17.0 | 1.1 | 4.5% | 2.0%
